Screening data from PubChem.
HCT116 bCat-KO: beta-catenin-lacking colon tumor cell growth suppression; 140,000 tested, 1.5% active; viability, % at 10 µM; HCT116 beta-catenin knockout viability, CellTiter-Glo, 60 h; stronger effect = lower value;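 active means viability at or under a set limit, the compound median less 4 SD, cut at about 6% in these data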;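 further: 0% = Hyamine 1622 control at 20 µM and 100% = untreated cell control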
NPY Y2 blocker: blocks the human neuropeptide Y Y2 receptor. P49146. NPY-Y2 expressing cells, antagonist mode. inhibition, % at 2.7 µM. 140,000 tested, 0.99% active. AID 793; in the data active means inhibition above about 17%;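 further: 0% = vehicle with agonist challenge and 100% = reference antagonist with challenge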
Target sequence (P49146 whole entry, looked up): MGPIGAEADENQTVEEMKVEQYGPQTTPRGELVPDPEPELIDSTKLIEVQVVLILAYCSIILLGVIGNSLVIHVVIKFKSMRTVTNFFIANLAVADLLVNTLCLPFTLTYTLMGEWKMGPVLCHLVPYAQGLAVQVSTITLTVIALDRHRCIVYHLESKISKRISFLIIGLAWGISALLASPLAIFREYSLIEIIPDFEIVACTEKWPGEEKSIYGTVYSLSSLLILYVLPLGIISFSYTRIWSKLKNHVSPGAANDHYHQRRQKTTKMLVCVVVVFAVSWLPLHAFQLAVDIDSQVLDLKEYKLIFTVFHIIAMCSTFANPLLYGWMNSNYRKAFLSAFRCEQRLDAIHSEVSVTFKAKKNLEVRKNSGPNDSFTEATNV
HCT116 PTEN-null: growth suppressors of cells with PTEN tumor suppressor deletion; viability, % at 10 µM; AID 827; HCT116 PTEN-null viability, CellTiter-Glo, 60 h; stronger effect = lower value; 140,000 tested, 1.2% active;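 active means viability at or below a set limit, 4 SD under the median of all tested compounds, cut at about 3.7% in these data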;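 further: PTEN knockout HCT116 line with beta catenin targeted HCT116 as companion control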
BB579 growth dn: chemicals that inhibit yeast BB579 growth in restrictive medium (lifespan-shortening candidates). S. cerevisiae BB579 growth, OD615, 48 h. inhibition, % at 10 µM. 140,000 tested, 0.51% active. AID 804;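 active means inhibition above a set limit, 3 SD over the mean compound inhibition, cut at about 44% in these data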; further: inactives centre near -24
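controls = amphotericin B 10 µg/mL, positive | assay system = DeaD yeast strain BB579 | schedule = 48 h compound exposure at 30 °C after 4 h preincubation | detection = OD615 turbidity measurement | medium = restrictive CSMM-D medium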
MRP1 act: MRP-1 activation | H69AR cells + doxorubicin, viability rescue, CellTiter-Glo | viability increase, % at 10 µM | 140,000 tested, 0.61% active;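 active means viability gain under doxorubicin at or above a set limit, the compound median plus 3 SD, cut at about 4.7% in these data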;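 further: MRP-1 overexpressing cells given doxorubicin 25 µM after compound pretreatment; 18-22 h compound pretreatment then 72 h with doxorubicin before readout; 0% = doxorubicin-only wells and 100% = vehicle-treated cells without doxorubicin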
Phagocyt inh: inhibitors of macrophage phagocytosis; inhibition, % at 5 µM; J774A.1 macrophage IgG-bead phagocytosis, imaging; AID 1029; 110,000 tested, 0.07% active;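 active means inhibition above the mean of the plate negative controls plus 5 SD, cut at about 13% in these data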;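 further: phagocytic index as fraction of beads internalized from green versus red external bead signal; plate controls were DMSO negative control for no effect and cytochalasin-D positive control for full effect; some results beyond the cut were filed as inactive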
E-sel TNF inh: blocks E-selectin expression induced by TNF alpha; HUVEC TNFa-induced E-selectin immunofluorescence, high content; inhibition, % at 2 µM; 120,000 tested, 0.71% active; AID 1246;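 active means inhibition above the batch mean plus 3 SD, and confirmed as a hit on visual image review, cut at about 43% in these data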;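 further: 0% = TNF-stimulated DMSO wells and 100% = unstimulated control wells; not every result past the cut was called active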
Yeast life ext: extends the lifespan of yeast. S. cerevisiae growth with nicotinamide, OD615; deaD strain in restrictive glucose medium. inhibition of the nicotinamide effect, % at 10 µM. 130,000 tested, 0.68% active;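 active means inhibition above a set limit, placed 3 SD over the median of all compounds, cut at about 26% in these data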;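 further: 0% = nicotinamide-treated wells and 100% = cells grown without nicotinamide; some compounds called inactive have numbers as strong as hits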
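System: DeaD-strain S. cerevisiae / Buffer or medium: CSMM-D, restrictive glucose (dextrose) synthetic minimal medium / Probe or stimulus: nicotinamide, 1.5 mM, co-present with compound / Compound: one concentration, 10 µM, DMSO 0.25% / Incubation: 48 h compound exposure at 30 °C, humidified / Technique: optical density (absorbance) at 615 nm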
Measles CPE: protection of cells from measles virus | protection (pct of control), % at 4 µM | AID 841 | Measles virus-infected cells, CPE protection, absorbance | 140,000 tested, 1.5% active; in the data active means protection mostly above about 24%, no sharp cut-off; inactive means mostly below about 26%; further: some compounds called inactive have numbers as strong as hits
GALR2 antag: antagonists of human galanin receptor 2 (GALR2) | O43603 | GALR2-expressing cells, antagonist mode | inhibition, % at 4 µM | 140,000 tested, 0.39% active; in the data active means inhibition above about 27%;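 further: cells stimulated with galanin 1-16 at roughly its EC80; 0% = agonist challenge control and 100% = basal control without agonist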
Target sequence (O43603 whole entry, looked up): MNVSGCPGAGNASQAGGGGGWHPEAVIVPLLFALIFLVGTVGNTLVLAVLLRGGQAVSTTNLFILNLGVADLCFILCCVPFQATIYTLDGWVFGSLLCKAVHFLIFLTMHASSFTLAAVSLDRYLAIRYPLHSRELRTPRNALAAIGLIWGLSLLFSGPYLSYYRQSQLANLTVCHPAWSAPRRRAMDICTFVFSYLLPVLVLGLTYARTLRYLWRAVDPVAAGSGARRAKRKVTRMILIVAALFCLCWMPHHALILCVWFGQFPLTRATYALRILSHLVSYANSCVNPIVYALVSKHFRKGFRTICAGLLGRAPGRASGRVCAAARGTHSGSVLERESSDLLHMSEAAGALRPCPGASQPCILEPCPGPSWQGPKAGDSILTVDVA
Active calls of the source: *; nt = no result given. These rows are one share of the data. The share of hits here may be higher or lower than overall.

| molecule | HCT116 bCat-KO | NPY Y2 blocker | HCT116 PTEN-null | BB579 growth dn | MRP1 act | Phagocyt inh | E-sel TNF inh | Yeast life ext | Measles CPE | GALR2 antag |
| --- | --- | --- | --- | --- | --- | --- | --- | --- | --- | --- |
| O=C(Nc1cccnc1)c1c(O)c2c(n(Cc3ccccc3)c1=O)CCCC2 | 74 | 19* | 72 | -22 | 2.5 | -1 | nt | -6 | 16 | 1 |
| CCCCn1c(O)c(C(CC)=Nc2ccc(OCC)cc2)c(=O)[nH]c1=O | 95 | 4 | 101 | -61 | -0.9 | -1 | nt | -6 | 23 | -4 |
| COc1cccc(OC)c1C1=NCC(=O)Nc2c1oc1ccc(Br)cc21 | 15 | 7 | 16 | -14 | -4.5 | 0 | -39 | -8 | 8 | 21 |
| CC[N+]12CCC(CC1)C(=C(c1ccccc1)c1ccccc1)C2 | 89 | 1 | 99 | 2 | 3.8 | 9 | nt | 1 | 15 | -1 |
| NC(=S)N/N=C/c1coc2ccccc2c1=O | 95 | 11 | 74 | -7 | -1.2 | -7 | nt | 10 | 6 | 3 |
| O=C1C2CCCN2C(c2cccnc2)N1c1cccc(Cl)c1 (stereo unspecified) | 95 | 2 | 101 | -25 | -0.3 | 0 | 12 | -3 | 2 | -6 |
| CN(C)C(=O)Oc1ccc(OC(=O)N(C)C)cc1 | 98 | 1 | 102 | -14 | -0.1 | -1 | nt | -5 | 21 | -12 |
| N/C(=N\[N+](=O)[O-])N/N=C/c1ccc(O)cc1 | 87 | 1 | 90 | -36 | -4.5 | nt | -8 | -6 | 21 | 1 |
| CC(=O)Nc1ccccc1OC(=O)N(C)C | 96 | 1 | 96 | -23 | 0.3 | -3 | -5 | -5 | 3 | 5 |
| Cc1cccc(NC(=O)CSc2nnc([C@@H](N)Cc3c[nH]c4ccccc34)o2)c1C | 90 | 0 | 82 | -31 | -2.9 | -2 | 15 | -3 | 19 | 5 |
| Cc1ccc(-c2nc(N3CCOCC3)s[n+]2-c2ccccc2)cc1 | 94 | 1 | 100 | -36 | -0.8 | -4 | nt | 10 | 5 | 6 |
| CCC(C)(C)n1nnnc1CN1CCC(n2c(C)nc3cc(C(F)(F)F)ccc32)CC1 | 81 | 2 | 77 | -12 | -3.6 | nt | 0 | nt | 10 | -15 |
| CC(C(N)=O)N1CC(c2ccc(Cl)cc2)CC1=O (stereo unspecified) | 101 | 3 | 102 | -71 | 0.2 | -1 | nt | -3 | 8 | -2 |
| Nc1ccccc1N=Cc1c(O)n(CCC2=CCCCC2)c(=O)[nH]c1=O | 82 | 1 | 83 | -35 | -5.7 | 1 | -21 | -9 | 1 | 4 |
| CSc1ncc(Cl)c(C(=O)O)n1 (tested in a mixture with another compound) | 100 | 1 | 103 | -28 | -1.0 | 2 | 4 | 4 | 10 | -6 |
| CN1CCN(S(=O)(=O)c2ccc(Cl)nc2)CC1 | 96 | 4 | 101 | -15 | 1.1 | nt | 30 | 6 | 14 | 8 |
| CCOP(=O)(C#CC(C)(C)C)C(O)(c1ccccc1)C(F)(F)F (stereo unspecified) | 106 | 3 | 93 | -43 | -0.4 | -1 | -13 | -6 | 4 | -6 |
| COC(=O)C1CN(C#N)N(c2ccc(Cl)cc2)C12c1ccccc1-c1ccccc12 (stereo unspecified) | 1.2* | 10 | 1.0* | -34 | -7.6 | nt | 63* | nt | 1 | 78* |
| FC(F)(F)/C(=N\P(=S)(N1CCOCC1)N1CCOCC1)N1CCOCC1 | 101 | -1 | 114 | -55 | -1.1 | -3 | nt | 2 | 7 | 12 |
| CC12CN3CC(c4ccccc4)(CN(C1)C31CCCCC1)C2=O | 86 | 1 | 87 | -26 | -1.6 | -2 | 8 | -1 | 3 | 0 |
| CC1=NN(c2ccccc2)C(=O)C1/C=C1/C(=O)NC(=O)N(c2cc(C)cc(C)c2)C1=O (stereo unspecified) | 78 | 0 | 80 | -26 | -1.7 | 1 | 22 | -10 | 4 | -7 |
| O=C(N/N=C/c1c(O)n(Cc2ccc(F)cc2)c(=O)[nH]c1=O)c1ccccc1O | 71 | 2 | 77 | -6 | -3.2 | -6 | nt | -4 | 10 | 0 |
| O=C(CCn1c(=O)oc2ccccc21)N1CCC2(CC1)OCCO2 | 100 | 2 | 101 | -13 | -0.8 | 0 | nt | -2 | 12 | -3 |
| O=C(Cc1ccccc1)NC(Oc1ccccc1Cl)C(Cl)(Cl)Cl (stereo unspecified) | 104 | 3 | 99 | -22 | -1.0 | -4 | nt | 6 | 9 | 15 |
| NCC1(CC(=O)O)CCCCC1 | 94 | 2 | 94 | -45 | -2.8 | nt | nt | 6 | 14 | 0 |
| CN(C(=O)Oc1cccc2cccnc12)c1ccccc1 | 97 | 1 | 99 | -13 | -2.8 | 3 | 8 | -3 | 18 | 10 |
| CCCC1(CCC)C(=O)NC(=NCc2ccccc2)NC1=O | 25 | -2 | 46 | -72 | -1.3 | -1 | -12 | 10 | 13 | 4 |
| CC/C(CC(c1ccccc1)c1c(O)c2ccccc2oc1=O)=N\NC(N)=S (stereo unspecified) | 99 | 3 | 99 | -39 | 0.2 | -2 | 2 | 5 | 2 | 2 |
| CCC1(c2ccccc2)C(=O)N(C)C(=O)N(C)C1=O | 89 | -3 | 82 | -13 | -1.5 | -2 | -6 | -3 | 7 | -1 |
| Cc1nn(Cc2ccccc2)c(Cl)c1C(=O)OCC(=O)Nc1cccc2ccccc12 | 97 | 12 | 88 | -15 | 0.1 | -7 | nt | -1 | nt | 9 |
| CN(C)C(=O)Oc1cccc(OCc2n(C)c3ccccc3[n+]2C)c1 | 92 | 4 | 95 | -31 | -0.3 | nt | nt | 13 | 19 | 4 |
| O=C(NC1CC1)C1CSC(c2cccnc2)=N1 (stereo unspecified) | 99 | -2 | 105 | -28 | -1.0 | 3 | 24 | 16 | 21 | -1 |
| O=C(C1CCC(=O)N1C1CCCC1)N1CCC2(CC1)OCCO2 (stereo unspecified) | 101 | 1 | 95 | -25 | -0.8 | 2 | -42 | -18 | 11 | 5 |
| Cc1cccc(OP(=O)(NCc2ccccc2)Oc2cccc(C)c2)c1 | 58 | 19* | 53 | -19 | -4.5 | nt | nt | 5 | 7 | -8 |
| CN1CCN(C(=O)Cc2nc3ccccc3[nH]2)CC1 | 85 | 1 | 93 | -43 | -0.9 | 1 | 15 | -11 | 4 | 4 |
| COc1ccc(-n2c(O)c(C=Nc3c(C)n(C)n(-c4ccccc4)c3=O)c(=O)[nH]c2=O)cc1 | 83 | 0 | 97 | -14 | -1.3 | 0 | 31 | -19 | 6 | 1 |
| O=C(Cc1ccccc1)Oc1ccccc1N1C(=O)CCC1=O | 95 | 2 | 105 | -20 | -3.7 | 0 | 9 | -14 | 11 | -6 |
| Cc1ccc(N2C(=O)/C(=C/c3ccc(CN(CCC#N)S(C)(=O)=O)o3)C(=O)NC2=S)cc1 | 103 | -2 | 100 | 27 | -1.2 | nt | 37 | -11 | 18 | 0 |
| CCn1c(O)c(C=Nc2ccc(S(N)(=O)=O)cc2)c(=O)[nH]c1=S | 97 | 3 | 106 | -45 | -1.9 | -1 | -13 | 2 | 3 | -1 |
| O=C(Cc1ccccc1)OCn1nnc2ccccc2c1=O | 90 | 3 | 97 | 5 | -0.7 | nt | -6 | nt | 20 | 6 |
| c1ccc2oc(N3CCNCC3)nc2c1 | 109 | -2 | 109 | -40 | 0.5 | 0 | -3 | -3 | 14 | 0 |
| CC(C)n1cc(C(=O)N(CC(=O)NC2CCCC2)Cc2ccccc2)cn1 | 101 | 4 | 91 | -39 | -3.7 | -1 | 2 | -14 | 25 | -2 |
| CN1CCC(N(C)c2nc(-c3ccccc3)nc3ccccc23)CC1 | 24 | 8 | 24 | -12 | -2.7 | 3 | 6 | -1 | 5 | 18 |
| N#Cc1ccccc1Cn1cc(C(=O)c2ccccc2F)c2ccccc21 | 83 | 3 | 89 | -23 | 2.5 | -9 | nt | -3 | 24 | -2 |
| O=C(c1cc(-c2cccnc2)nc2ccc(Cl)cc12)N1CCC2(CC1)OCCO2 | 88 | 3 | 80 | -74 | -1.6 | 1 | 31 | -6 | 2 | 5 |
| CCCCN1CCC(O)(c2ccccc2)C(C(=O)c2ccccc2)C1 (stereo unspecified) | 32 | 1 | 65 | -28 | -4.0 | nt | -14 | nt | 15 | 4 |
| CC(=O)Nc1cc(C(=O)N2CCC3(CC2)OCCO3)ccc1S(=O)(=O)c1ccc(Cl)cc1 | 107 | 0 | 93 | -26 | -1.5 | -2 | -5 | -6 | 6 | -21 |
| C=CCN1C(=O)NC(=O)/C(=C/c2cc3c4c(c2)CCCN4CCC3)C1=O | 105 | 3 | 99 | -3 | -2.3 | -4 | 15 | 1 | 3 | -2 |
| CCC(=NCc1cc(OC)cc(OC)c1)c1c(O)n(C)c(=O)n(C)c1=O | 56 | 6 | 70 | 3 | 0.0 | 3 | 0 | -7 | 11 | 13 |
| O=c1[nH]c(=O)n(Cc2ccc(F)cc2)c(O)c1C=NCCCn1ccnc1 | 77 | 3 | 81 | -47 | -0.8 | -1 | 19 | -12 | 16 | -10 |

Going on with the list.
| molecule | HCT116 bCat-KO | NPY Y2 blocker | HCT116 PTEN-null | BB579 growth dn | MRP1 act | Phagocyt inh | E-sel TNF inh | Yeast life ext | Measles CPE | GALR2 antag |
| --- | --- | --- | --- | --- | --- | --- | --- | --- | --- | --- |
| CCC(C)n1c(O)c(/C=N/Nc2ccccc2)c(=O)[nH]c1=S (stereo unspecified) | 85 | 2 | 87 | 39 | -3.0 | -10 | -10 | -1 | 9 | 5 |
| CCCCP(=O)(O)c1ccccc1 | 93 | 4 | 105 | 11 | -1.1 | -1 | 4 | -20 | 5 | -5 |
| O=C(C1CC(=O)N(C2CCCCC2)C1)N1CCC2(CC1)OCCO2 (stereo unspecified) | 99 | 1 | 91 | -15 | 0.6 | 6 | 2 | -5 | 6 | -9 |
| CC(=O)N1CCC2(CC1)CC(=O)c1cc(OCC(=O)N3CCN(C)CC3)ccc1O2 | 96 | -2 | 97 | -29 | -3.7 | 2 | 12 | -12 | 9 | -11 |
| O=c1c2ccccc2nc(CN2CCCCCC2)n1-c1ccc(F)cc1 | 70 | 3 | 87 | -65 | -0.9 | -1 | -18 | 3 | 11 | 6 |
| C=CCn1c(O)c(C(CC)=NCCCO)c(=O)[nH]c1=O | 75 | -2 | 75 | -33 | -2.4 | -1 | nt | -10 | 6 | -8 |

Compound profiles, as listed above:
CC(=O)N1CCC2(CC1)CC(=O)c1cc(OCC(=O)N3CCN(C)CC3)ccc1O2 as listed: HCT116 bCat-KO = 96; NPY Y2 blocker = -2; HCT116 PTEN-null = 97; BB579 growth dn = -29; MRP1 act = -3.7; Phagocyt inh = 2; E-sel TNF inh = 12; Yeast life ext = -12; Measles CPE = 9; GALR2 antag = -11
C=CCn1c(O)c(C(CC)=NCCCO)c(=O)[nH]c1=O as listed: HCT116 bCat-KO = 75; NPY Y2 blocker = -2; HCT116 PTEN-null = 75; BB579 growth dn = -33; MRP1 act = -2.4; Phagocyt inh = -1; E-sel TNF inh = nt; Yeast life ext = -10; Measles CPE = 6; GALR2 antag = -8
